Statin myotox sup – suppressors of simvastatin-induced myotoxicity in C2C12 myotubes. ATP luminescence, 48 h; scaled: DMSO 0, geranylgeraniol control 100. rescue of ATP level, % at 7.49 µM. 330,000 tested, 0.78% active. AID 602340;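 active means mean ATP rescue above about 67%, or every replicate alone reaching that limit, limit read from the data, passing the limit was not always enough; inconclusive means no clear call, values can overlap the other calls; inactive means mean under the limit and some replicate under it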;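 further: myotubes were challenged with 10 µM simvastatin during compound exposure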
ERp5 block – ERp5 (human) disulfide isomerase inhibition; Q15084; ERp5 insulin aggregation, absorbance 650 nm, 90 min; inhibition, % at 9.99 µM; 350,000 tested, 0.05% active; AID 651711;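 active means mean replicate inhibition above about 25%, with every replicate also reaching it, limit read from the data, passing the limit was not always enough; inconclusive means only one of those two criteria met; inactive means neither criterion met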
Target sequence (Q15084 whole entry, looked up): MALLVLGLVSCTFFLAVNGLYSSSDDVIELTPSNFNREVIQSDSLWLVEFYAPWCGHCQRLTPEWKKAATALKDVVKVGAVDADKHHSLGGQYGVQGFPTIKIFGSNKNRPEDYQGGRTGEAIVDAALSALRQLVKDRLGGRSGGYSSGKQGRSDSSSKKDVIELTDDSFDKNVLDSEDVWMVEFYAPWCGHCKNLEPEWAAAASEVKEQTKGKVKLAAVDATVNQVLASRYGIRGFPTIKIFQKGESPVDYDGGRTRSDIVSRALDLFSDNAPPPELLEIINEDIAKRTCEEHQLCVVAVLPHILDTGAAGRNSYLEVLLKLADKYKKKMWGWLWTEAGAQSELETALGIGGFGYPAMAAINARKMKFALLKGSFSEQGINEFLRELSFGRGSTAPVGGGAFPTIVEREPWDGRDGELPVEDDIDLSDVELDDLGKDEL
PglD DTNB – inhibitors of Campylobacter jejuni PglD acetyltransferase; AID 602405; 360,000 tested, 0.098% active; inhibition, % at 12.5 µM; purified PglD enzyme, DTNB colorimetric CoA detection; in the data active means inhibition above about 16%, passing the limit was not always enough; inconclusive means no clear call, values can overlap the other calls; further: strong numbers were not always called active
E-selectin induc – induces E-selectin expression in human endothelial cells; P16581; HUVEC E-selectin immunofluorescence imaging; normalized: neutral wells 0, TNF-alpha wells 100; activation, % at 7.58 µM; 260,000 tested, 0.37% active; AID 686992;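 active means mean E-selectin-positive cell signal at least 10% of the positive control, reached in at least 60% of replicates, without over 20% cell loss; inconclusive means no rule given, readout overlaps actives, possibly toxicity-flagged; inactive means the rest, including those meeting only one limit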;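 further: in these data hits start at about 27%; measured in HUVEC primary endothelial cells; signal is the percent of cells scored E-selectin positive by PE staining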
Target sequence (P16581 whole entry, looked up): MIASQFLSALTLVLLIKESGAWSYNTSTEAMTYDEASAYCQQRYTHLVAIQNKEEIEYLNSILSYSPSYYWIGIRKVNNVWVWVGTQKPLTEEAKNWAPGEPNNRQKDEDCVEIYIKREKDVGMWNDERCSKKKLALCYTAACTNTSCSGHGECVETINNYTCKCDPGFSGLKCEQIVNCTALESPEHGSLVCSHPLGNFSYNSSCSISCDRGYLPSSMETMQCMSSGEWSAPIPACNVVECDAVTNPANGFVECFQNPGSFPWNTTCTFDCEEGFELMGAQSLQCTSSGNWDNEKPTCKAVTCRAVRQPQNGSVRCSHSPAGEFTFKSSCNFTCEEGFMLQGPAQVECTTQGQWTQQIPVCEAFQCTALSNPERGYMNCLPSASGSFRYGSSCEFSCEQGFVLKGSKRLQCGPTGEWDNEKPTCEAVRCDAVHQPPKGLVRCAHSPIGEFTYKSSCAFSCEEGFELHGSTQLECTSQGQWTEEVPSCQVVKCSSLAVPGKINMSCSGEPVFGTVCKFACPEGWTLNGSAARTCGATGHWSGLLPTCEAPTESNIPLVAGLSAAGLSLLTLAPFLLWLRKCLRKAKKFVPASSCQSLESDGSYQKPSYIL
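Assay system: HUVEC, human umbilical vein endothelial cells / Amount: 3,000 HUVEC/well / Controls: TNF-alpha positive control, DMSO neutral control / Compound dosing: single concentration / Medium: EGM-2 over gelatin coat / Evaluation: percent E-selectin-positive cells / Signal: immunofluorescence imaging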
DENV2 CPE rescue – protects cells from dengue virus 2 cytopathic effect; DENV2-infected cells, cytopathic effect rescue, plate reader; CPE inhibition, % at 9.99 µM; 350,000 tested, 1.7% active; in the data active means CPE inhibition above about 20%, passing the limit was not always enough; inconclusive means no clear call, values can overlap the other calls; tested in BHK-21 cells;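 further: 0% = median of neutral control wells and 100% = median of positive control wells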
S100A4 MyoIIA – S100A4-myosin IIA interaction inhibition | S100A4/TAMRA-MyoIIA peptide fluorescence polarization | inhibition, % at 10.7 µM | 360,000 tested, 0.14% active;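 active means mean inhibition of at least 70% across replicates, with every replicate also reaching that level; inconclusive means mean inhibition reaches 70% but some replicates fall short; inactive means mean inhibition below 70%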
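assay system = human S100A4 monomer with TAMRA-labelled myosin IIA peptide | also added = labelled myosin peptide probe, 5 nM | incubation = 5 min between mix addition and reading | control set = DMSO and TFP controls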
SIRT5 inh – blocks human SIRT5 desuccinylation of peptide; Q9NXA8; Purified SirT5, succinyl-peptide AMC, trypsin-coupled fluorescence; inhibition, % at 15 µM; 330,000 tested, 1.1% active; in the data active means inhibition above about 15%; inconclusive means no clear call, values can overlap the other calls
The depositor's hits bear a star; ? = inconclusive; . = not tested or not shown. The list is partial, so the mix of outcomes need not match the whole.

#	molecule	Statin myotox sup	E-selectin induc	SIRT5 inh	PglD DTNB	ERp5 block	S100A4 MyoIIA	DENV2 CPE rescue
1	OC(CNCCC(c1ccccc1)c1ccccc1)COc1ccccc1 (centres undefined)	.	-0.1	-4.3	.	9.7	-9.6	-4.9
2	NS(=O)(=O)c1ccc(CNC(=O)c2cc(-c3ccccc3)nc3ccccc23)cc1	.	0.4	-3.9	-0.5	-12.9	-8.8	0.6
3	C=CCNc1nc(-c2c(C)nc3ncccn23)cs1	1.0	?	-5.0	2.1	2.8	3.2	-0.8
4	CC(=O)N(C)C[C@H]1Oc2cc(-c3ccc(F)cc3)ccc2S(=O)(=O)N([C@H](C)CO)C[C@@H]1C	4.5	0.0	-1.0	5.1	-2.5	3.5	-2.5
5	CCN(CCCNC(=O)c1cc2c(-c3cccc(OC)c3)nn(C)c2s1)Cc1ccccc1	51.6	0.2	-8.2	-2.8	4.6	-7.9	3.6
6	COCC(=O)N1CCCCN2[C@H](CO)[C@H](c3ccc(-c4ccccc4)cc3)[C@H]2C1	.	0.5	-1.1	0.5	-1.0	-1.0	-9.4
7	c1cncc(-c2nc3c(ccc4ccccc43)[nH]2)c1	-18.5	.	5.8	-2.5	-1.5	5.7	.
8	COc1ccc(-c2cc3ccccc3nc2N)cc1OC	7.8	8.4	-5.4	8.1	0.4	0.1	8.1
9	COc1ccc(CN(C)C[C@@H]2Oc3ccc(NC(=O)Nc4cccc5ccccc45)cc3CC(=O)N([C@H](C)CO)C[C@@H]2C)cc1	-3.9	1.2	-0.5	-3.0	6.1	-12.0	-3.3
10	CCOC1OC(=O)C(Cl)=C1Nc1ccc(C)cc1 (centres undefined)	10.9	.	0.8	-1.4	2.9	1.8	5.3
11	COc1ccc(N2C(=O)CSCC2=O)cc1OC	.	-2.3	-2.4	.	5.6	3.0	-3.5
12	Cc1nc(CNS(=O)(=O)c2cc([N+](=O)[O-])ccc2C)cs1	10.6	0.1	-2.5	13.7	-1.1	2.7	-0.6
13	C[C@H]1CN([C@@H](C)CO)C(=O)c2cc(NC(=O)CCCN(C)C)ccc2O[C@@H]1CN(C)Cc1ccncc1	6.5	0.1	-3.9	27.6	-3.0	20.8	-4.7
14	CCN(CC)S(=O)(=O)c1ccc(Cl)c(C(=O)NCCN2CCOCC2)c1	5.6	-0.3	-3.9	-2.8	3.8	-3.0	-0.7
15	NC(=O)C1CCN(C(=O)COc2ccc3ccc(=O)oc3c2)CC1	4.9	.	-5.1	-1.1	2.8	-1.1	-11.3
16	COc1ccc(OC)c(Nc2nc3ccccc3n3cnnc23)c1	.	8.0	0.5	3.1	-0.5	-21.8	15.7
17	CC(=O)N1CCOc2ccc(S(=O)(=O)N3C(C)CCCC3C)cc21 (centres undefined)	-0.2	5.8	0.8	5.0	-8.4	0.1	0.2
18	Cc1nc2ncccn2c1-c1csc(Nc2ccc(O)cc2)n1	.	.	0.0	.	-6.0	-1.2	4.6
19	Cn1c2ccccc2c(=O)c2cc(C#Cc3ccccn3)ccc21	-25.2	0.1	3.4	-3.8	0.0	-3.1	3.1
20	COc1cc(/C(C)=N/NC(=O)CSc2nnc(C)s2)ccc1O	2.1	17.4	0.3	3.4	2.4	-0.3	-1.8
21	COc1ccc(NC(=O)CSc2nnc(Cc3cccn3C)n2-c2ccc(OC)cc2)cc1	-4.8	-0.1	.	4.2	1.3	-5.3	-2.9
22	C[C@@H]1CCCCO[C@H](CN(C)C(=O)Cc2ccccc2)[C@H](C)CN([C@H](C)CO)C(=O)c2cc(NS(=O)(=O)c3ccccc3)ccc2O1	.	-0.1	15.5*	1.3	-1.8	57.9	3.8
23	C[C@@H]1CN([C@@H](C)CO)C(=O)c2cc(NC(=O)Nc3ccc(F)cc3)ccc2O[C@@H](C)CCCCO[C@H]1CN(C)C	-13.8	-0.2	-1.4	2.8	4.2	5.0	3.1
24	Cc1cc(C(=O)N/N=C/c2ccc3c(c2)OCO3)c(C)n1-c1ccc(F)cc1	.	1.4	-0.7	.	5.3	-6.9	17.8
25	COCC(=O)Nc1ccc2c(c1)OC[C@@H](C)NC[C@@H](C)[C@H](OC)CN(C)C2=O	-8.6	-0.2	2.4	-0.1	-2.6	0.6	-1.5

Entries of single compounds from above. Values in the order: Statin myotox sup	E-selectin induc	SIRT5 inh	PglD DTNB	ERp5 block	S100A4 MyoIIA	DENV2 CPE rescue
C[C@@H]1CCCCO[C@H](CN(C)C(=O)Cc2ccccc2)[C@H](C)CN([C@H](C)CO)C(=O)c2cc(NS(=O)(=O)c3ccccc3)ccc2O1 in the list: .	-0.1	15.5*	1.3	-1.8	57.9	3.8
COc1ccc(NC(=O)CSc2nnc(Cc3cccn3C)n2-c2ccc(OC)cc2)cc1 in the list: -4.8	-0.1	.	4.2	1.3	-5.3	-2.9

(further entries)
#	molecule	Statin myotox sup	E-selectin induc	SIRT5 inh	PglD DTNB	ERp5 block	S100A4 MyoIIA	DENV2 CPE rescue
26	CC(C)C[C@H](NC(=O)NCCC1=CCCCC1)C(=O)O	.	7.9	-0.1	.	6.0	-0.6	-4.4
27	CN1C(=O)c2cc(NC(=O)c3ccccc3Cl)ccc2OC[C@@H]2O[C@H](CC(=O)NCC(F)(F)F)CC[C@@H]21	-4.9	0.2	2.2	2.9	2.1	-1.5	6.4
28	O=c1[nH]c2ccccc2[n+]([O-])c1-c1ccccc1	.	7.7	-7.4	1.4	3.7	0.2	8.6
29	Cc1nc(N2[C@H](CO)[C@H](c3ccccc3)[C@H]2CNCC2CCCC2)sc1C	.	0.0	-1.2	.	0.8	-15.2	6.8
30	CCOc1ccc(CCNC(=O)C2CC(=O)N(Cc3ccc(OC)cc3)C2)cc1OCC (centres undefined)	4.6	.	-2.4	-0.4	4.7	-2.5	-1.5
31	COc1ccccc1C(=O)Nc1ccc2c(c1)C(=O)N(C)C[C@H](OC)[C@@H](C)CN(CC1CC1)[C@@H](C)CO2	13.2	-0.1	1.2	3.4	-1.3	-16.4	?
32	COc1ccc(OC)c(NC(=O)C2C3CCC(C3=C(C)C)C2C(=O)O)c1 (centres undefined)	4.3	1.2	.	-1.2	.	.	.
33	COc1ccc(CN2C(=O)c3ccccc3C2c2nnnn2C(C)C)cc1 (centres undefined)	.	0.8	-6.8	.	6.4	-4.4	6.2
34	COc1ccc(C(=O)Nc2ccccc2N2CCOCC2)cc1S(=O)(=O)N1CCOCC1	-1.5	.	-4.8	2.5	3.3	0.0	-1.1
35	C[C@@H]1CN([C@H](C)CO)C(=O)c2cccc(NS(=O)(=O)c3ccc(F)cc3)c2O[C@@H]1CN(C)Cc1ccc(Cl)c(Cl)c1	32.6	-0.1	-0.5	1.8	-3.1	-0.8	-9.3
36	C[C@@H]1CN([C@H](C)CO)C(=O)c2cc(NC(=O)CCC(F)(F)F)ccc2O[C@@H]1CN(C)C(=O)Nc1ccc2c(c1)OCO2	8.9	-8.6	-8.6	0.1	0.0	-11.8	-5.6
37	Cc1cc(/C=C(/C#N)c2cccc(F)c2)c(C)n1-c1cccnc1	25.4	.	-4.4	9.2	-0.7	-3.7	-1.3
38	CCOc1ccc(N2CC(C(=O)Nc3cc(S(=O)(=O)N4CCCCC4)ccc3C)CC2=O)cc1 (centres undefined)	-2.2	-0.8	1.0	-2.3	0.7	-0.4	0.6
39	CCN(CC)C(=O)CSc1nnc2nnc3cc(Cl)ccc3n12	-4.6	.	1.6	-2.1	0.4	0.2	-13.7
40	O=C(C1CCOCC1)N1[C@H](CO)[C@@H]2c3ccccc3NC[C@@H]21	-7.7	-0.3	-1.8	-0.5	3.6	.	.
41	COCC#Cc1cnc2c(c1)C(=O)N([C@@H](C)CO)C[C@H](C)[C@@H](CN(C)C(=O)C1CC1)O2	15.3	-0.4	8.5	-1.9	3.2	10.6	-12.3
42	O=C(Nc1ccc2oc(-c3ccncc3)nc2c1)c1ccco1	-50.8	.	-2.9	7.8	-0.6	2.4	-0.5
43	CCCNC(=O)C1(C)CCCN(Cc2cccs2)C1 (centres undefined)	0.0	-0.2	.	3.5	8.8	3.0	2.1
44	CCNc1nc(NCC)n2c(SCC(=O)Nc3ccc(NC(C)=O)cc3)nnc2n1	4.5	0.1	-1.6	4.8	1.4	13.6	0.3
45	NC(=O)CSc1nnc(NC(=O)c2ccc(S(=O)(=O)N3CCCCC3)cc2)s1	.	-0.2	-3.8	.	-2.0	0.2	-2.9
46	COc1ccc(CN(C)C[C@@H]2OCCCC[C@H](C)Oc3ccc(NC(=O)NC4CCCCC4)cc3C(=O)N([C@H](C)CO)C[C@@H]2C)cc1	.	1.0	-3.3	-0.3	-2.9	-10.4	0.4
47	CC(C(=O)N1CCCC1)N(c1ccc(Cl)cc1)S(C)(=O)=O (centres undefined)	0.8	0.0	2.6	-0.5	2.2	0.6	-4.1
48	CCOC(=O)c1oc2ccc(S(=O)(=O)N3CCC(C)CC3)cc2c1C	.	.	0.4	.	3.3	-4.2	-6.0
49	O=C(CCC(=O)N1CCN(S(=O)(=O)c2ccc(Cl)cc2)CC1)NCc1cccc(C(F)(F)F)c1	-0.3	-1.0	-1.1	-0.6	-6.1	-1.1	15.1
50	CN(C)C(=O)C[C@H]1CC[C@@H]2[C@H](COC[C@H](O)CN2CC2CC2)O1	-6.5	0.0	0.0	1.6	?	2.6	?
51	Cc1cc(NC(=O)c2cc(C(C)C)on2)nn1Cc1ccc(Cl)cc1	2.1	0.0	0.6	-1.4	-1.1	-2.7	?
52	CCCCCn1c(C(Cc2ccccc2)NC(C)=O)nc2ccccc21 (centres undefined)	7.9	-0.1	-9.3	1.7	2.6	-4.4	-5.6
53	CCC1C(=O)NCCN1Cc1nc(-c2ccc(C)s2)oc1C (centres undefined)	2.7	0.1	1.3	0.0	-4.0	-5.8	-5.3
54	O=C(NCCNCCO)C1(C(F)(F)F)C/C(=C\CCO)CCCO1 (centres undefined)	-20.8	-0.1	0.2	3.3	-0.1	1.6	2.6
55	CCN(C(=O)CSc1ccc2ccccc2n1)C1CCS(=O)(=O)C1 (centres undefined)	.	4.2	1.5	.	0.8	-0.4	5.1
56	CCCc1cc(C(=O)NCc2cccnc2)no1	-9.0	0.1	-0.4	1.1	-9.9	16.3	-2.4
57	COc1cc(/C=C2\SC(=O)N(c3cccc(Cl)c3)C2=O)cc([N+](=O)[O-])c1O	.	.	-0.5	.	10.6	0.7	-2.1
58	Cc1noc(C)c1S(=O)(=O)N(C)C[C@H]1OCCCC[C@@H](C)Oc2ccc(NC(=O)Nc3ccc4c(c3)OCO4)cc2C(=O)N([C@@H](C)CO)C[C@@H]1C	.	-0.1	.	-0.9	.	.	-5.1
59	O=C(COc1cccnc1[N+](=O)[O-])Nc1ccc2c(c1)OCO2	.	.	-2.9	.	3.2	-7.0	3.2
60	Cc1ccc(NC(=O)Cn2nnc(C(=O)NCc3cccs3)c2N)c(C)c1	1.2	.	-1.9	1.8	.	1.1	4.4
61	O=C(N[C@H]1CC[C@H](CCNS(=O)(=O)Cc2ccccc2)O[C@@H]1CO)c1ccccc1F	2.6	-0.5	1.0	6.8	3.3	-2.1	0.5
62	COc1cccc(-c2nc3n(n2)C(c2cccs2)C(C(=O)Nc2cccnc2)=C(C)N3)c1 (centres undefined)	25.8	.	.	3.8	1.6	-10.8	-14.8
63	CCOc1ccc(Br)cc1S(=O)(=O)NC1CC(C)(C)NC(C)(C)C1	1.9	0.1	-1.0	0.3	-4.3	6.2	4.6
64	Cc1ccc(C)c(S(=O)(=O)Nc2cc3c4c(c2)CCN4C(=O)CC3)c1	-0.1	.	0.6	6.9	-3.3	0.1	-1.4
65	CCOC(=O)C1=C(C)N(C[C@@H]2CC[C@@H](Cc3ccc(-c4ccccc4)cc3)O2)C(=O)NC1c1ccc(-c2ccccc2)cc1 (some centres undefined)	-13.2	-1.7	-4.1	2.6	-5.8	5.4	10.7

From PubChem BioAssay
